DDE Tn7 FP inh = inhibitors of Tn7 peptide binding to human fibrin DD(E) | hit rate 0.13% among 370,000 | FP displacement of FITC-Tn7 peptide from fibrin DD(E); 0% = median of compound wells per plate | AID 720508 | inhibition, % at 8.3 µM;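 active means inhibition above the mean of compounds falling within the control limits plus 3 SD of them, cut at about 14% in these data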;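 further: 0% = plate median of compound wells and 100% = 10 µM Aha-Tn7 peptide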
Target sequence (P02675 whole entry, looked up): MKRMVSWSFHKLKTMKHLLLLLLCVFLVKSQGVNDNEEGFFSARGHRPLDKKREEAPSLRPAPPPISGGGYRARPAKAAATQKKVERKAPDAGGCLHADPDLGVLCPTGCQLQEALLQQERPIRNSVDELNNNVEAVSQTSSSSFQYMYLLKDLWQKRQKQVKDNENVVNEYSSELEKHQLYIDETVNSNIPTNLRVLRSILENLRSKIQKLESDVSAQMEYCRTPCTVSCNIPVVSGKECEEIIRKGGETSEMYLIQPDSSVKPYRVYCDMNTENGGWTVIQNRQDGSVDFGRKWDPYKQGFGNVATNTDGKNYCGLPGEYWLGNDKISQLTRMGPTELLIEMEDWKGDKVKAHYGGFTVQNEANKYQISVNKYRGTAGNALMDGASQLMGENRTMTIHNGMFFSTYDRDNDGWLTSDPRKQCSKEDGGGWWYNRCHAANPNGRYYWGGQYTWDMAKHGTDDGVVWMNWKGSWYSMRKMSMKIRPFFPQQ
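system = human fibrin DD(E) protein | quantity = DD(E) 2 µM final | medium = Tris/NaCl/CaCl2 buffer, pH 7.8 | also added = labelled Tn7 tracer, 0.1 µM | compound dosing = single point at 8.3 µM | timing = compound with protein 10 min, then 3 h after probe, room temperature | signal = FP measurement | benchmarks = Aha-Tn7 high control | repeats = one replicate per compound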
KLK7 zymogen act = activators of human kallikrein-7 zymogen | AID 652039 | hit rate 0.9% among 370,000 | P49862 | purified proKLK7, EDANS-DABCYL substrate fluorescence; 100% is mature enzyme control, 0% vehicle | activation, % at 7 µM;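 active means activation above the mean of all tested compounds plus 3 SD, computed per campaign excluding outliers beyond control limits, cut at about 13% in these data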
Target sequence (P49862 whole entry, looked up): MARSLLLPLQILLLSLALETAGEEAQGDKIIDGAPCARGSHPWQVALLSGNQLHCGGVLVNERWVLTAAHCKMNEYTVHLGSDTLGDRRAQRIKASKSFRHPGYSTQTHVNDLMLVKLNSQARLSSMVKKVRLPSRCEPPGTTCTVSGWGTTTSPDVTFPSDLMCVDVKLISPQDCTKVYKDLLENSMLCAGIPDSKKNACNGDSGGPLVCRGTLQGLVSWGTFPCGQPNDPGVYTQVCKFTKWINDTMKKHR
UHRF1 MBD2 ctr = UHRF1 methyl-DNA binding inhibition | UHRF1 binding to methylated oligo, TR-FRET | inhibition, % at 4.4 µM | hit rate 0.75% among 370,000 | AID 687016; in the data active means inhibition above about 21%;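 further: UHRF1 SRA domain binding a hemimethylated CpG hairpin DNA probe; 0% = median of test compound wells and 100% = reference inhibitor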
Tn6 DDE FP = inhibitors of Tn6 peptide binding to human fibrin DD(E) | P02675 | Fibrin DD(E) TRITC-Tn6 fluorescence polarization displacement | inhibition, % at 8.3 µM | hit rate 0.21% among 370,000;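 active means inhibition above a per-campaign cutoff: mean of compounds within control limits plus 3 SD, cut at about 15% in these data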;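 further: 0% = median of all compound wells on the plate and 100% = blocking peptide control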
MBD2 inh = inhibitors of human MBD2 binding to methylated oligonucleotide. Q9UBB5. inhibition, % at 4.4 µM. TR-FRET. AID 686964. hit rate 0.31% among 370,000; in the data active means inhibition above about 13%
PLC-gamma1 inh = inhibitors of human phospholipase C gamma1; inhibition, % at 12.2 µM; hit rate 0.84% among 370,000; purified PLC-gamma1, fluorogenic substrate, fluorescence; P19174; in the data active means inhibition above about 9.5%
ADAM17 inh = ADAM17 inhibition, QFRET primary screen; recombinant ADAM17, EDANS/DABCYL FRET peptide cleavage; inhibition, % at 6.95 µM; P78536; hit rate 0.83% among 370,000;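 active means inhibition above the mean of compounds lying between control limits plus 3 SD, set per campaign, cut at about 8.5% in these data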;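 further: 0% = DMSO-only wells as the low control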
PLC-beta3 inh = blocks human PLC-beta3 enzyme activity; Purified PLC-beta3, fluorogenic substrate, fluorescence; hit rate 0.18% among 370,000; Q01970; inhibition, % at 12.2 µM; AID 720704; in the data active means inhibition above about 11%;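 further: 0% = median of compound wells on plate and 100% = full blocker control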
ASAP1 GAP inh = ASAP1 ArfGAP inhibition; Q9ULH1; ASAP1-stimulated ARF1 GTP hydrolysis, GDP FP detection; inhibition, % at 16.5 µM; hit rate 0.19% among 360,000; in the data active means inhibition above about 25%;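 further: 0% = vehicle with enzyme and substrate and 100% = no enzyme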
ARFGAP1 inhibitor = inhibitors of rat ARFGAP1; Q62848; hit rate 0.26% among 360,000; inhibition, % at 16.5 µM; Arfgap1-stimulated ARF1 GTP hydrolysis, GDP FP detection;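 active means inhibition above a per-plate limit, mean inhibition of low control wells plus 3 SD, cut at about 25% in these data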;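 further: 0% = DMSO wells with enzyme and 100% = wells lacking Arfgap1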
Target sequence (Q62848 1-136 limits assumed): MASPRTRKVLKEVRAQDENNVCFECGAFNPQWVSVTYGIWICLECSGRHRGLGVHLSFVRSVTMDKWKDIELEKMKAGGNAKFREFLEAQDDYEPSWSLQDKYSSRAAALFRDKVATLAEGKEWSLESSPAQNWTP
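Replicates: Single well per compound | Assay system: Truncated rat Arfgap1 GAP domain | Control set: No-Arfgap1 wells (100%) versus DMSO full-reaction wells (0%) | Times: Enzyme reaction 120 min at 25 °C after 20 min preincubation | Reagent: Human ARF1(Δ1-17)-GTP substrate | Measured by: Tracer-displacement fluorescence polarization with EDTA stop, 620/688 nm | Measure: Percent inhibition of Arfgap1-stimulated GTP hydrolysis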
Active calls of the source: *; i = inactive; & = joins results of further samples.

SMILES	DDE Tn7 FP inh	KLK7 zymogen act	UHRF1 MBD2 ctr	Tn6 DDE FP	MBD2 inh	PLC-gamma1 inh	ADAM17 inh	PLC-beta3 inh	ASAP1 GAP inh	ARFGAP1 inhibitor
COc1ccc(CN2CCN(c3cc(C)nc4c5c(C)cc(C)nc5nn34)CC2)cc1F	2	9.1	5	1	4	-397	i	i	12	-6
Cc1ccc(-n2nc3c(Cl)nnc(C)c3c2C)cc1	-2	0.3	2	2	8	0	2	0	-6	-3
COC(=O)c1ccc(COC(=O)C2CCN(S(=O)(=O)c3c(Cl)cccc3Cl)CC2)o1	-2	0.2	-1	6	-1	3	3	-4	-1	13
CN1Cc2ccccc2CC1CNCc1c(C(=O)N2CCCC2)nc2ccccn12 (stereo unspecified)	0	0.0	1	2	-5	1	0	1	7	4
Cc1ccc(S(=O)(=O)N2CCN(C(=O)CCC(=O)OCC(=O)Nc3cccc(C#N)c3)CC2)cc1	4	-0.3	-2	0	0	-2	-2	3	-7	-8
CSc1oc(-c2ccc(F)cc2)nc1S(=O)(=O)c1ccccc1	5	-0.2	3	7	-2	4	0	4	13	-1
O=C(CCCn1cc([N+](=O)[O-])cn1)N1CCCCC1	-7	-0.1	-2	7	4	-1	-1	-3	17	-7
O=C(COc1ccccc1)N1CCCCCCC1	1	0.1	-2	6	-3	1	-4	-1	8	-12
Cc1cccc(-c2nc(CCNC(=O)c3ccco3)cs2)c1	2	0.4	-3	5	-5	0	-1	2	3	-1
Cc1cnc(C(=O)OCC(=O)N=c2sccn2Cc2ccccc2Cl)cn1	-5	-0.5	0	-8	4	-3	-2	-11	-3	9
O=C(NC1CCCc2ccccc21)c1ccc2c(c1)OCO2 (stereo unspecified)	-2	-0.4	4	3	1	1	-2	-2	-11	-3
Cc1nnc(SCC(=O)NC2CCCCCC2)n1C(C)C	-7	-0.1	1	-3	-1	-2	-2	-9	15	5
CCOC(=O)c1c(-c2cccs2)csc1NC(=O)CCCC(=O)O	-1	-0.5	2	5	4	-9	-8	-11	2	-10
COc1ccccc1NCC(=O)N1CCN(S(=O)(=O)c2ccccc2)CC1	3	-0.5	-4	-3	2	4	2	-4	-9	1
COc1ccc([C@H]2N[C@]3(CCCN(Cc4ccco4)C3=O)[C@H]3C(=O)N(C)C(=O)[C@@H]23)cc1	5	-1.0	-2	2	-9	-5	-7	-5	11	0
N#Cc1ccc(Cl)cc1NC(=O)CSc1cccc[n+]1[O-]	-7	0.0	0	-4	-6	-2	3	1	-7	6
COc1ccc(Br)c(C(=O)OCC(=O)NC2CCCCCC2)c1	5	0.8	0	-1	-7	3	-6	-6	-9	6
O=C(N/N=C/c1cccc2nccnc12)c1ccncc1	4	-3.4	6	2	0	-17	-4	-24	9	12
COc1cc(C2c3c(oc4cc(C)c(C)cc4c3=O)C(=O)N2c2cc(C)ccn2)ccc1O (stereo unspecified)	1	0.0	4	1	11	4	-4	1	-6	-2
O=C(OCC(=O)N1CCN(S(=O)(=O)c2ccccc2)CC1)C1CCC1	0	-0.4	0	0	3	2	1	-11	-1	5

Part of the list above, with two lines to a compound.
Value order: DDE Tn7 FP inh | KLK7 zymogen act | UHRF1 MBD2 ctr | Tn6 DDE FP | MBD2 inh | PLC-gamma1 inh | ADAM17 inh | PLC-beta3 inh | ASAP1 GAP inh | ARFGAP1 inhibitor
O=C(CCCn1cc([N+](=O)[O-])cn1)N1CCCCC1
  -7 | -0.1 | -2 | 7 | 4 | -1 | -1 | -3 | 17 | -7
Cc1ccc(-n2nc3c(Cl)nnc(C)c3c2C)cc1
  -2 | 0.3 | 2 | 2 | 8 | 0 | 2 | 0 | -6 | -3

Next part:
SMILES	DDE Tn7 FP inh	KLK7 zymogen act	UHRF1 MBD2 ctr	Tn6 DDE FP	MBD2 inh	PLC-gamma1 inh	ADAM17 inh	PLC-beta3 inh	ASAP1 GAP inh	ARFGAP1 inhibitor
COc1ccccc1N1CCN(c2ncnc3sc(C(=O)NCC4CCCO4)c(C)c23)CC1 (stereo unspecified)	-2	1.0	-2	0	1	-10	1	-25	-10	1
CSCCC(NC(=O)OCc1ccccc1)C(=O)O (stereo unspecified)	-4	0.2	4	6	1	6	0	1	3	9
CCCCn1nc(NC(=O)CCC)c2cc3cc(OC)ccc3nc21	-1	-4.8	-3	-3	2	-318	-35	-413	10	7
Cc1cc(C)cc(OCC(=O)Nc2ccc(F)cc2)c1	7	0.2	2	6	-5	8	5	10	-2	-2
COc1cc(NC(=O)C2CCC(CNc3c(N4CCC(C)CC4)c(=O)c3=O)CC2)cc(OC)c1 (stereo unspecified)	1&-8	0.4&-0.2	0&-2	1&1	-3&3	4&3	-1&1	5&4	-7&2	-2&7
CCc1nnc(NC(=O)C2CCCN(S(=O)(=O)c3ccccc3)C2)s1 (stereo unspecified)	9	-0.1	-1	-4	-3	2	-3	2	-2	-7
CCn1c(=S)sc2c(=O)[nH]c(SCC(=O)Nc3cc(OC)ccc3OC)nc21	3	0.3	-5	-7	-5	2	5	-8	6	-1
CCN(C)C1CN(Cc2cn(Cc3ccccc3)nn2)S(=O)(=O)C1 (stereo unspecified)	1	0.2	-2	4	0	1	-4	3	6	-12
COc1cccc(C2C(C(=O)c3cccs3)=C(O)C(=O)N2c2cc(C)on2)c1 (stereo unspecified)	-7	0.2	-3	5	2	-8	-1	-6	-7	7
COC(=O)[C@]12C[C@H](CC(=O)N3CCSCC3)C(=O)N(Cc3ccccc3)C1=C[C@H](C(C)C)O[C@@H]2C1CC1	1	0.1	0	1	5	1	-2	2	-8	0
O=C(C[n+]1ccccc1)N/N=C/c1ccco1	-4	-0.3	1	-10	2	9.5*	2	3	6	8
CC(C)NC[C@H](O)COc1cccc2[nH]ccc12	5	0.7	0	6	0	-2	-3	0	3	-8
CC(=O)C1=C(O)C(=O)N(c2ccc(C(=O)O)cc2)C1c1ccccc1 (stereo unspecified)	2	0.9	0	6	-4	-39	-9	-45	-4	-18
CC(C)(C)c1ccc(S(=O)(=O)NCC(=O)N2CCN(C(=O)c3ccco3)CC2)cc1	-4	-0.3	4	0	0	-1	-2	2	-1	2
CC(=O)OC1CSc2nc3ccccc3n2C1 (stereo unspecified)	-8	0.5	5	-1	4	1	-7	1	0	3
CN1CCCN(C(=O)/C=C/c2ccc(F)cc2)CC1	-7	0.4	0	-5	-5	3	-1	1	-16	7
O=S(=O)(Nc1ccccc1OC(F)F)c1ccc(S(=O)(=O)N2CCCC2)cc1	3	0.4	-1	9	-4	2	0	-4	8	-8
Cc1sc2nc(CN3CCOCC3)[nH]c(=O)c2c1-c1ccccc1	5	-0.4	5	-6	1	-3	-4	-3	3	14
CCN(CC)C(=O)C1=C(C)N(Cc2ccc(OC)cc2)C(=O)C(CC(=O)NC2CCCCC2)C1 (stereo unspecified)	-1	0.4	2	1	-3	0	1	2	1	-19
CCC(=O)N1CCN(c2ccc(NC(=O)c3ccc(N4CCOCC4)c([N+](=O)[O-])c3)cc2)CC1	2	0.0	2	-1	1	-1	-4	-6	-2	1
CCn1cc(C(=O)OCc2ccccc2)c(=O)c2ccc(C)nc21	4	0.0	-1	-5	-1	-2	-5	1	4	7
CC1CCCC(C)N1C(=O)COC(=O)c1ccc(F)c(S(=O)(=O)N2CCOCC2)c1 (stereo unspecified)	5	0.1	0	4	-2	-1	-3	-8	6	12
CCOC(=O)C1(C)CCCCCN1C(=O)c1ccc(SC(F)(F)F)cc1 (stereo unspecified)	-3	-0.3	2	4	7	0	1	0	1	2
CC(C)CC(N)c1csc(Nc2ccccn2)n1 (stereo unspecified)	1	0.2	0	6	2	0	-3	1	-6	6
COc1cccc(-c2cc(NC=O)c3ncc(-c4cccc(C(=O)N(C)C)c4)n3c2)c1	3	-0.7	-4	0	-2	-32	-14	-46	1	4
COCCN(C(=O)c1cc2c(s1)CCCCC2)c1c(N)n(CC(C)C)c(=O)[nH]c1=O	-5	0.3	15	-3	9	-1	-4	-2	-4	4
N#Cc1c(N)nc(SCC(=O)NCc2ccc3c(c2)OCO3)c(C#N)c1-c1cccs1	1	-0.1	0	5	-5	-9	-2	-12	-5	-1
Cc1ccc(S(=O)(=O)N2[C@@H](c3ccccc3)C(C(=O)O)=CC[C@H]2c2cccc(Cl)c2)cc1	1	0.0	4	4	5	1	-1	1	0	-2
Cn1ncc(SCc2ccccc2)c(Cl)c1=O	-2	-0.2	-2	-2	-2	-4	3	-5	2	-4
CCCCN1C(=S)SC(C)(C)C1/[N+]([O-])=C/c1ccc(S(=O)(=O)NC)cc1 (stereo unspecified)	-1	-0.5	-2	6	-1	3	-2	-7	-1	-1
O=C(N/N=C\c1coc2ccccc2c1=O)c1ccco1	6	0.3	1	2	-3	0	-6	-6	1	10
Cc1ccc(N(CC(=O)NC(C)C)C(=O)CCC(=O)Nc2nccs2)cc1	0	0.6	3	3	-6	0	-1	8	-6	6
Cc1ccc(N(CC(O)CON=C2c3ccccc3-c3ccccc32)S(C)(=O)=O)cc1 (stereo unspecified)	-1	-0.3	2	-2	-1	-6	12*	-10	3	-3
Cc1ccc(-n2ccn(CC(=O)NCCc3ccccc3)c(=O)c2=O)cc1C	-5	0.1	3	1	2	3	3	1	14	2
O=C(Nc1cccc(Cl)c1)c1csc(COCCO)n1	-2	-0.3	1	1	-2	10.0*	5	3	7	-7
Cc1ccc(SCC(=O)NCC2COc3ccccc3O2)cc1 (stereo unspecified)	-6	-0.5	-1	1	0	-1	0	-5	7	10
Cc1cc(=O)[nH]c(SC(C(=O)O)c2ccccc2)n1 (stereo unspecified)	0	-0.8	-1	-1	-1	8	2	5	3	-5
CCOc1ccccc1C=NN1CCCCCC1	-6	0.2	-1	6	-1	1	-1	3	6	1
CC(C)(C)OC(=O)N1CCC(NC(=O)c2nc[nH]c2C(=O)N2CCN(C(=O)OC(C)(C)C)CC2)CC1	4	-0.2	-2	-6	2	1	-2	0	15	4
COc1ccc(CCNC(=O)CSc2nnc(CNC(=O)c3ccccc3F)o2)cc1OC	-8	0.1	-1	-1	4	2	0	5	-6	-5
CCOC(=O)c1cc(-c2ccc(OC)cc2)nn1-c1ccc(C(=O)O)cc1	-9	0.0	1	3	2	0	0	-3	-4	-7
CC(CNC(=O)c1ccc(OC2CCN(Cc3ccccn3)CC2)cc1)c1ccccc1 (stereo unspecified)	-11	-0.2	-1	-12	1	3	-2	-1	1	8
CCOC(=O)Cc1c(C)nc2c(C#N)c(C)nn2c1C	3	1.6	0	2	1	-107	-54	-138	10	2
O=C(C1CCC1)N1CCN(S(=O)(=O)c2ccccc2)CC1	3	0.5	-2	-6	-3	2	-2	-2	-7	-1
c1ccc(Cn2nc(-c3ccccc3)nc2-c2ccccc2)cc1	7	-0.5	-4	0	2	3	4	1	-10	-12
COc1ccc2cc3cc(C(=O)N4CCN(Cc5ccc6c(c5)OCO6)CC4)oc3nc2c1	-1	-8.0	17	0	6	-183	-157	-220	1	4
CCCCCCn1c(CN2CCC(C)CC2)nc2c1c(=O)n(C)c(=O)n2C	3	0.8	1	-8	-1	1	-4	1	-2	12
